Screening results deposited in PubChem BioAssay by National Center for Advancing Translational Sciences (NCATS).
APEX1 inh – qHTS Assay for Inhibitors of the Human Apurinic/apyrimidinic Endonuclease 1 (APE1). DNA repair nuclease/redox regulator APEX1 (Homo sapiens), P27695. recombinant APE1, TAMRA/BHQ-2 abasic DNA cleavage fluorescence. Potency, µM (titrated, usually from 65.8 µM), for the others: at the top dose activity change, negative = inhibition, usual class: inhibitors. hit rate 0.35% among 350,000;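 also: potency is read from the fitted curve at half-maximal effect; plate controls were vehicle for no effect and reference inhibitor for full effect; nearly all actives have a fitted effect of over 55% in size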
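Compound pre-exposure to 0.75 nM APE1, 15 min at ambient temperature. Reaction initiated with 50 nM TAMRA/BHQ-2 THF substrate, read immediately in kinetic mode, 525 nm excitation, 598 nm emission.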
Anesthetic bind – qHTS Assay for Identification of Novel General Anesthetics | Ferritin light chain (Equus caballus), P02791 | apoferritin/1-aminoanthracene competitive binding, fluorescence | Potency, µM (top dose mostly 77.5 µM), for inactives: top-dose activity change, negative = displacement, actives largely listed as inhibitors | hit rate 0.074% among 350,000; also: potency is read from the fitted curve at half-maximal effect; % is scaled to controls: 0 for no effect and ±100 for the full control effect; nearly all actives have a fitted effect of over 20% in size
Target sequence (P02791 2-175 limits assumed): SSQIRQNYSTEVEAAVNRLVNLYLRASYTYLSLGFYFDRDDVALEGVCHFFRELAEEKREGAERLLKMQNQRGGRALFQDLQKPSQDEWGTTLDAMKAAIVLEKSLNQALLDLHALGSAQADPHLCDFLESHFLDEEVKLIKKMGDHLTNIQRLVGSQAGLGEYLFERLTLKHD
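Read-out: endpoint 1-AMA fluorescence, excitation 380 nm and emission 535 nm, after compounds sit 10 min at room temperature with 10 uM horse-spleen apoferritin in 50% saturated 1-AMA/PBS. Values come from four-parameter Hill fits.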
RXFP1 antagonist – qHTS Assay for Antagonists of the Relaxin Receptor RXFP1. Relaxin receptor 1 (Homo sapiens), Q9HBX9. HEK293-RXFP1, relaxin-stimulated cAMP HTRF, 30 min; active compounds read low. activity change, negative = inhibition, % at 57.5 µM. hit rate 0.59% among 350,000. AID 1259400, 2018;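 active = activity change of -60% or lower, but not beyond a set lower limit; inconclusive = change between -60% and -40%, or beyond the set limit; inactive = change above -40%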; also: % is scaled to controls: 0 for no effect and ±100 for the full control effect
BLM inh – qHTS Assay for Inhibitors of Bloom's syndrome helicase (BLM) | RecQ-like DNA helicase BLM (Homo sapiens), P54132 | recombinant BLM DNA unwinding, fluorescence dequenching | Potency, µM (doses to about 56.1 µM), for inactives: at the top dose activity change, negative = inhibition, most hits filed as inhibitors | hit rate 0.2% among 350,000;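 also: potency is read from the fitted curve at half-maximal effect; plate controls were vehicle for no effect and no enzyme for full effect; nearly all actives have a fitted effect of over 35% in size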
POLH inh – qHTS for Inhibitors of Polymerase Eta; DNA polymerase eta (Homo sapiens), Q9Y253; recombinant Pol eta, fluorescent DNA replication assay; Potency, µM (top dose mostly 114 µM), without a hit: top-dose activity change, negative = inhibition, hits mostly inhibitors; hit rate 1.2% among 390,000; AID 588591, 2011; also: potency is read from the fitted curve at half-maximal effect; % is scaled to controls: 0 for no effect and ±100 for the full control effect
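Fluorescent replication assay: 50 nM final substrate added after a 15 min room-temperature compound preincubation with 10 nM enzyme. Signal taken at 0 min and again at 10 min.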
POLI inh – qHTS for Inhibitors of Polymerase Iota. DNA polymerase iota (Homo sapiens), Q9UNA4. Pol iota fluorescent replication assay, 10 min. Potency, µM (titrated, usually from 115 µM), without a hit: top-dose activity, negative = inhibition, most hits filed as inhibitors. hit rate 1% among 390,000. AID 588590, 2011; also: potency is read from the fitted curve at half-maximal effect
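Fluorescent replication assay read twice, at 0 min and 10 min after adding 50 nM (final) substrate. Enzyme (10 nM) and compounds were first incubated 15 min at room temperature; enzyme-free buffer wells were negative controls.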
Pol kappa inh – qHTS for Inhibitors of Polymerase Kappa; Potency, µM (series often up to 107 µM), for the others: top-dose activity, negative = inhibition, hits mostly inhibitors; purified Pol kappa, fluorescent DNA synthesis assay, 10 min; hit rate 0.53% among 400,000; AID 588579, 2011; also: potency is read from the fitted curve at half-maximal effect; % is scaled to controls: 0 for no effect and ±100 for the full control effect
Target sequence (Q9UBT6 whole entry, looked up): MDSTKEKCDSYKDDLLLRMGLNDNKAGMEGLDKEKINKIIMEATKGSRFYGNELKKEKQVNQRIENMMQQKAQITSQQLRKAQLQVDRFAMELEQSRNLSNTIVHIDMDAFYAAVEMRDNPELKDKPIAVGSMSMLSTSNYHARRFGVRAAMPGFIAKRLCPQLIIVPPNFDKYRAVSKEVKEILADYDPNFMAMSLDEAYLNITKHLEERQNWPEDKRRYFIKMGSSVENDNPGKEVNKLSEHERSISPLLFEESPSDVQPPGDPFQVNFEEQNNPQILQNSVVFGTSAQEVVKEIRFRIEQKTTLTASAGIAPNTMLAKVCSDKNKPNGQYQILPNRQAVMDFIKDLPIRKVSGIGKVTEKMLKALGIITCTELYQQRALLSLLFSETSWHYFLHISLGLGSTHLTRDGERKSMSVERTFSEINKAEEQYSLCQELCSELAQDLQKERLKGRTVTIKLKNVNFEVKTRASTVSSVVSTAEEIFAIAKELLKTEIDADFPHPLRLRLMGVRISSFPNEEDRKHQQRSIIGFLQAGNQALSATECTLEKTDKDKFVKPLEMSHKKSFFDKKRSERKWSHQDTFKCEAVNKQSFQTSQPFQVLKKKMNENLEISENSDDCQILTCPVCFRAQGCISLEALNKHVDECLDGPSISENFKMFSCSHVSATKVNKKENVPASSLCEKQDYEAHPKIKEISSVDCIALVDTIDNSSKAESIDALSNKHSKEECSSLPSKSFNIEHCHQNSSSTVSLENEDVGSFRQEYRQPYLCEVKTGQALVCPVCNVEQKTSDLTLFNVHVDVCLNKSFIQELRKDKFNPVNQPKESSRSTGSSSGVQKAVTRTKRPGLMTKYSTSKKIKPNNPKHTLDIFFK
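Fluorescent qHTS in 1536-well format: enzyme (10 nM) and compound sat 15 min at room temperature before 50 nM substrate (final) was added. Signal taken at 0 and 10 min; no-enzyme buffer wells were negative controls.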
PGK inhibitor – qHTS Assay to Find Inhibitors of Phosphoglycerate Kinase; Potency, µM (highest dose often 57.5 µM), for the others: top-dose activity change, negative = inhibition, usual class: inhibitors; Phosphoglycerate kinase, glycosomal (Trypanosoma brucei brucei), P07378; PGK/GAPDH coupled, Kinase-Glo luminescence, 60 min; hit rate 0.043% among 380,000; also: potency is read from the fitted curve at half-maximal effect; % is scaled to controls: 0 for no effect and ±100 for the full control effect; nearly all actives have a fitted effect of over 60% in size
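Luminescent ATP detection (Kinase-Glo Plus) follows a 60-minute room-temperature incubation, with wells lacking PGK as controls. Buffer: 100 mM TEA (pH 7.6), 5 mM MgCl2, 0.01% Tween-20. Coupling enzyme GAPDH (100 nM final) supplies unstable 1,3-BPG in-well.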
POLB inh – qHTS Assay for Inhibitors of DNA Polymerase Beta; Pol beta primer extension/strand displacement, fluorescence kinetic; Potency, µM (highest dose often 114 µM), inactives show at the highest dose activity change, negative = inhibition, most hits filed as inhibitors; hit rate 1.3% among 340,000; AID 485314, 2010; also: potency is read from the fitted curve at half-maximal effect; % is scaled to controls: 0 for no effect and ±100 for the full control effect
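Values derive from four-parameter Hill fits of normalized kinetic data: reads at 0 and 10 min following addition of 50 nM substrate to 10 nM Pol beta preincubated 15 min with compound.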
Starred values were filed as active, the others as inactive; i = inactive; ? = inconclusive; . = no result given; & = joins results of further samples; [ ] = remark or other dose. Unless noted, calls follow the shape of the dose curve; as a rule, active = well fitted curve in the direction sought with a large enough effect; inconclusive = small, poorly fitted or top-dose-only effect, or another doubt; inactive = no such curve, though single readings can be large; an effect the other way counts as inactive or inconclusive. The list is partial; count on the stated rates, not on these rows.

Results follow in this order: APEX1 inh	Anesthetic bind	RXFP1 antagonist	BLM inh	POLH inh	POLI inh	Pol kappa inh	PGK inhibitor	POLB inh
C[C@@H]1CC[C@]2(C(=O)O)CC[C@]3(C)C(=CCC4[C@]56CC[C@@](O)(OC5)C(C)(C)C6CC[C@]43C)C2[C@H]1C (stereo not given in full)
→ 15%	.	.	.	?	-25%	-26%	-11%	.
COc1ccc(N2C(=NC(=O)C3CCCCC3)SC3CS(=O)(=O)CC32)cc1Cl (stereo not given)
→ 16%	?	-20	-4%	-20%	23%	-2%	-6%	17%
COC(=O)c1cc(NC(=O)c2cc3ccccc3o2)cc(C(=O)OC)c1
→ -5%	-1%	-3	-7%	-8%	-21%	-1%	-2%	3%
CS(=O)(=O)c1ccc(C(=O)OCC(=O)NC23CC4CC(CC(C4)C2)C3)cc1[N+](=O)[O-]
→ 1%	2%	-65*	-5%	16µM*	22µM*	-6%	-5%	1%
O=C(COC(=O)c1ccco1)NCCNC(=O)COC(=O)c1ccco1
→ 1%	-2%	-2	3%	-1%	-6%	-9%	-4%	3%
COc1ccc(NC(=S)NC(NC(C)=O)C(Cl)(Cl)Cl)c([N+](=O)[O-])c1 (stereo not given)
→ -4%	0%	0	0%	-2%	49%[activator]	-6%	-1%	30%
CC12CCC(=O)N1C(C(=O)NCCc1ccc(S(N)(=O)=O)cc1)CS2 (stereo not given)
→ -11%	-19%	6	-4%	-6%	19%	-3%	7%	38%
CCc1cccc(NC(=O)CN(c2ccc(C)cc2)S(=O)(=O)c2cccs2)c1
→ .	61%[activator]	.	-10%	-18%	2%	-2%	1%	-12%
CSc1ccccc1-c1nnc(-c2ccc(Cl)c(Cl)c2)o1
→ -8%	-13%	-7	2%	-9%	6%	-5%	-9%	1%
COC(=O)c1c(-c2ccc(C)cc2)csc1N
→ -2%	-17%	4	-2%	-14%	-7%	-9%	2%	4%
CC(C)Oc1ccc(C(=O)N2CCC(c3nc4ccccc4o3)CC2)cc1
→ .	-23%	-34	-1%	-24%	26%	2%	i	1%
CC(=O)C(Cc1ccccc1)NC(=O)COC(=O)c1ccc(-n2cnnn2)cc1 (stereo not given)
→ 5%	.	2	.	-14%	112%[activator]	-16%	-5%	.
COc1ccc(C(OC(=O)c2ccco2)C(=O)NC2CCCC2)cc1OC (stereo not given)
→ 25%	-3%	28	-2%	-26%	46%[activator]	-10%	4%	25%
CC(C)CC(NC(=O)c1ccc(C#CC(C)(C)O)s1)C(=O)O (stereo not given)
→ 6%	1%	-18	1%	3%	-1%	-11%	-4%	14%
Cc1nn(Cc2noc(C(=O)NCc3ccccn3)n2)c(C)c1Br
→ 12%	-9%	18	1%	-23%	31%	0%	-10%	15%
O=C(NC1CC2CCCC(C1)N2C(=O)NCc1ccccc1)C1CC1 (stereo not given)
→ 13%	-4%	0	-1%	-15%	16%	-14%	-1%	28%
CCOCCCNC(=O)Cn1cnc2c(cnn2-c2ccc(C)c(C)c2)c1=O
→ 4%	-3%	2	-2%	-3%	13%	-2%	6%	?
CCC(OCC(O)CN1CCCCC1)c1ccccc1 (stereo not given)
→ 7%	-11%	?	-2%	-7%	-1%	7%	-7%	1%
O=C(COc1ccccc1)Nc1nnc(S(=O)(=O)N2CCCC2)s1
→ 42%	-2%&4%	-6&-13	-11%&-7%	?	?	-20%&-4%	-3%&-8%	?
COc1ccc(CN2C(=NC(=O)c3ccccc3)SC3CS(=O)(=O)CC32)cc1OC (stereo not given)
→ -11%	-10%	-18	-6%	-8%	27%	-10%	-8%	23%
CC(C)CC(CO)N1CCN(C(=O)c2ccc(Cl)cc2)CCC1=O (stereo not given)
→ .	.	.	.	-21%	34%[activator]	6%	10%	.
O=C(N/N=C/c1cccn1-c1ccc([N+](=O)[O-])cc1)c1cccnc1
→ -11%	-11%	-7	-14%	?	?	-13%	5%	-14%
Cc1onc(-c2ccccc2Cl)c1C(=O)Nc1cnn(Cc2ccccc2)c1
→ -10%	1%	.	-5%	-11%	?	-13%	1%	-13%
CC(Sc1ccccc1)C(=O)N1CCN(S(=O)(=O)c2ccc(Cl)cc2)CC1 (stereo not given)
→ 19%	-12%	-2	2%	-18%	116%[activator]	5%	i	24%
CCCn1c(=O)c2c(nc3n2CCS3)n(C)c1=O
→ 0%	-6%	-11	-5%	-17%	-2%	6%	0%	-1%
O=C(CCCn1ccc2cc(S(=O)(=O)N3CCCC3)ccc21)NCc1ccc(Cl)cc1
→ .	64%[activator]	-2	-6%	-19%	14%	-8%	13%	0%
CN1C(=O)NC(=O)C1c1ccccc1 (stereo not given)
→ .	.	2	.	-8%	48%[activator]	-8%	9%	.
C=CCn1c(SCC(=O)Nc2nc(C)cs2)nnc1C(NC(=O)c1ccccc1)C(C)C (stereo not given)
→ 1%	-7%	-12	0%	-15%	21%	-2%	5%	11%
CCCc1nc2ccccc2c(=O)n1NC(=O)c1c(O)c2ccccc2n(C)c1=O
→ 4%	9%	-6	-3%	-2%	138%[activator]	-6%	11%	-10%
Cc1ccc(S(=O)(=O)N2CCN(CCO)CC2)cc1-c1nnc2c3ccccc3c(C)nn12
→ .	.	0	.	-8%	9%	-3%	0%	.
Cc1ccc(CNC(=O)CS(=O)(=O)c2cn(CC(=O)N3CCOCC3)c3ccccc23)cc1
→ -8%	-11%	-1	1%	-7%	-5%	6%	-5%	-1%
COc1cccc(C(=O)Nc2nc3nc(C)c(C)c(=O)n3[nH]2)c1
→ .	-16%	1	0%	-3%	-20%	-15%	9%	?
COc1cccc(NC(=O)N2CCN3CCCCC3C2)c1 (stereo not given)
→ .	-2%	5	1%	-5%	15%	-13%[60.1 µM]	-1%	?
COc1ccc(S(=O)(=O)N2CCCCC2)cc1NC(=O)CCC(=O)N1CCC(c2ccccc2)=N1
→ .	.	-1	.	-24%	27%	-2%	-10%	.
O=C(COC(=O)c1c(Cl)cccc1Cl)Nc1ccccc1Br
→ -3%	10%	.	0%	-15%	15%	-7%	-3%	14%
COc1cc(/C=N\NC(=O)c2c(C)nc3cc(C)ccn23)ccc1O
→ 10%	-11%	-1	-2%	-3%	8%	-10%	-5%	18%
NC(=O)CN1CCOCCN(CC(N)=O)CCOCC1
→ -3%	-16%	-6	-7%	6%	25%	-19%	-7%	5%
Cc1ccc(C)c(N2CCN(S(=O)(=O)c3c(C(=O)N4CCC(C)CC4)c(C)n(C)c3C)CC2)c1
→ .	?	-14	-3%	-15%	-12%	1%[60.1 µM]	-2%	?
COc1ccc2c(c1)CCc1c(C(=O)Nc3cc(C)ccc3O)noc1-2
→ .	-9%	-3	-4%	-1%	-3%	-3%	-5%	-7%
CC(=O)c1cnc(Nc2cccc(Cl)c2Cl)s1
→ -2%	?	3	-3%	-18%	105%[activator]	0%	-6%	-20%
NS(=O)(=O)c1ccc(NC(=O)CSc2ccccn2)cc1
→ 6%	-8%	7	-2%	-4%	2%	-3%	i	34%
COc1cc(C2CC(=O)c3cnc(NC(=O)c4ccco4)nc3C2)cc(OC)c1OC (stereo not given)
→ 26%	3%	0	0%	-6%	91%[activator]	3%	i	36%
COc1ccc(NC(=S)N2CCC(C(=O)c3ccc(C)cc3)CC2)c(OC)c1
→ -10%	-10%	1	-4%	-3%	-13%	-9%	-4%	2%
Cc1ccc(-c2nn(CC(=O)NC3CCCC3)c3c2cnc2ccc(F)cc23)cc1C
→ .	-9%	-6	-2%	-11%	15%	24%	3%	2%
CC1CCN(S(=O)(=O)c2ccc3c(c2)c(=O)c(C(=O)NCc2ccccc2Cl)cn3C)CC1
→ -7%	-5%	.	-5%	.	.	.	.	0%

Not a retest: eight of the compounds above.
Results follow in this order: APEX1 inh	Anesthetic bind	RXFP1 antagonist	BLM inh	POLH inh	POLI inh	Pol kappa inh	PGK inhibitor	POLB inh
Cc1ccc(CNC(=O)CS(=O)(=O)c2cn(CC(=O)N3CCOCC3)c3ccccc23)cc1
→ -8%	-11%	-1	1%	-7%	-5%	6%	-5%	-1%
COc1cccc(C(=O)Nc2nc3nc(C)c(C)c(=O)n3[nH]2)c1
→ .	-16%	1	0%	-3%	-20%	-15%	9%	?
COc1cccc(NC(=O)N2CCN3CCCCC3C2)c1 (stereo not given)
→ .	-2%	5	1%	-5%	15%	-13%[60.1 µM]	-1%	?
COc1ccc(S(=O)(=O)N2CCCCC2)cc1NC(=O)CCC(=O)N1CCC(c2ccccc2)=N1
→ .	.	-1	.	-24%	27%	-2%	-10%	.
O=C(COC(=O)c1c(Cl)cccc1Cl)Nc1ccccc1Br
→ -3%	10%	.	0%	-15%	15%	-7%	-3%	14%
COc1cc(/C=N\NC(=O)c2c(C)nc3cc(C)ccn23)ccc1O
→ 10%	-11%	-1	-2%	-3%	8%	-10%	-5%	18%
NC(=O)CN1CCOCCN(CC(N)=O)CCOCC1
→ -3%	-16%	-6	-7%	6%	25%	-19%	-7%	5%
Cc1ccc(C)c(N2CCN(S(=O)(=O)c3c(C(=O)N4CCC(C)CC4)c(C)n(C)c3C)CC2)c1
→ .	?	-14	-3%	-15%	-12%	1%[60.1 µM]	-2%	?
